Assay outcomes from PubChem BioAssay.
Lipid storage S3 – qHTS Assay for Lipid Storage Modulators in Drosophila S3 Cells; Drosophila S3 cells, BODIPY lipid droplet fluorescence, 18-24 h; cells fed with added oleic acid; lipid storage change, negative = inhibition, % at the top dose, mostly 46.1 µM; hits show Potency in µM; 320,000 compounds, 0.64% hits; active = well fitted inhibition curve with a large enough effect in the signal ratio, with a control signal flat, not every such curve was filed as active; inconclusive = small, poorly fitted or top-dose-only effect, or effect the other way, or a change in a side signal; the % refers to the signal ratio
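Laser-scanning cytometry quantifies lipid droplet accumulation (500–530 nm total intensity; droplet/cell object ratio) in oleic acid-fed (400 uM added) Drosophila S3 cells treated with a concentration series. 20 uM Triacsin C defined 100% inhibition.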
Lipid storage S3 cell count max – also measured in Lipid storage S3; calls as there; cell number change, %; measured here: cell count max response;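 cells counted by Cell Tracker Red CMTPX staining in the red channel; peak over a dose series mostly up to 46.1 µM; percent activity relative to internal control wells on each plate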
* = called active by the depositor; i = inactive; ? = inconclusive; · = no result given. % is set by controls: 0 for no effect and ±100 for the full control effect; potency is the fitted concentration of half-maximal effect. Not all compounds are listed; count on the stated rates, not on these rows.

Lipid storage S3	Lipid storage S3 cell count max	smiles
?	·	CN1CCc2c(sc3c2C(=O)NC(c2ccco2)N3)C1 (stereo not given)
?	·	CN(C)CCNC(=O)Cc1ncc(C(F)(F)F)cc1Cl
?	·	COc1ccc(NS(=O)(=O)c2ccc(N3CCCC3)c(NC(=S)Nc3cccc(S(=O)(=O)N(C)C)c3)c2)cc1
?	·	Nc1c(C(=O)N2CCCCC2)sc2nc3c(cc12)CCCC3
?	·	CCc1ccccc1N1C[C@@]23C=C[C@@H](O2)C(C(=O)OCC(C)C)[C@H]3C1=O (stereo not given in full)
-0.4%	·	COC(=O)c1cnc(Nc2ccc(Cl)cc2)c([N+](=O)[O-])c1
9.0%	-7.3	COc1ccc(-c2nn(CC(=O)Nc3ccc(Cl)c(Cl)c3)c(=O)c3ccccc23)cc1
-9.5%	-12.7	Cc1cccc(CCNC(=O)CN(C)S(=O)(=O)c2cnc[nH]2)c1
1.2%	·	CCC(CC)C(=O)N1CCN(c2ccccc2)CC1
i	23.9	COc1ccc(-n2nc(C)c3c(=O)c4c([nH]c32)CCCC4)cc1
-4.7%	3.8	Cc1cccc(C)c1N1C(=O)CN(Cc2ccccc2)C1=S
?	·	CC1CC(CC(=O)NC(=S)Nc2ccccc2Cl)C(=O)O1 (stereo not given)
3.0%	-12.6	CCOC(=O)C1C(=O)CC(C)(O)C(C(=O)OCC)C1c1ccco1 (stereo not given)
0.8%	0.2	O=C1NCCN/C1=C\C(=O)c1ccc(Cl)cc1
?	·	CCOc1ccc(C2C(C(=O)c3ccco3)=C(O)C(=O)N2CCN(C)C)cc1 (stereo not given)
5.2%	-3.7	COC(=O)c1[nH]c(C)c(/C(O)=C2\C(=O)C(=O)N(CCN(C)C)C2c2cccc(OC)c2OC)c1C (stereo not given)
-1.5%	5.9	C#CCOC(=O)Nc1cnccc1C(F)(F)F
?	·	C(=N\c1nc2ccccc2[nH]1)/c1cccs1
?	·	Cc1c(NS(=O)(=O)c2ccc3c(c2)NC(=O)CC(=O)N3)cccc1[N+](=O)[O-]
-0.1%	1.3	O=C(CCNC(=O)Cn1ccc2ccccc2c1=O)NCc1ccccn1
?	·	Cn1c2ccccc2c2cc(C(=O)NNS(=O)(=O)c3ccc(F)cc3)sc21
i	-2.8	COc1ccc(-n2ncc3c2CC(C)(C)CC3NC(=O)CCN2CCCCC2=O)cc1 (stereo not given)
-4.5%	7.2	Cc1nnc(NC2=NCCC2)s1
?	·	CC(C)CN(C(=O)CSc1nnc(C2CC2)n1-c1ccccc1)C1CCS(=O)(=O)C1 (stereo not given)
?	·	CC(=O)Nc1ccc(S(=O)(=O)NC(C)c2ccncc2)cc1 (stereo not given)
i	16.1	Cc1ccc2c(c1)N(CC(=O)N1CCCCCC1)C(=O)C(C)O2 (stereo not given)
29.3%	12.8	O=C(NN=C1CCN(Cc2ccccc2)CC1)c1cccc(S(=O)(=O)Nc2ccccc2Cl)c1
18.4µM*	-23.1*	Cc1cc(C)cc(NC(=O)c2sc3nc4n(c(=O)c3c2C)CCC4)c1
?	·	Cc1noc(C)c1S(=O)(=O)N(CC(=O)N1CCn2c1nc1ccccc12)c1ccc(C(C)C)cc1
?	·	CN1CCN(C(=O)c2cccc(S(=O)(=O)N3CCCC3)c2)CC1

(more compounds)
Lipid storage S3	Lipid storage S3 cell count max	smiles
1.3%	12.1	O=C(CSc1nnc(Cc2ccccc2)o1)Nc1ccccc1
?	·	CCCc1cc(C(=O)Nc2sc3c(c2C(=O)OCC)CCCC3)no1
?	·	O=C(CCc1nnc(CCCc2ccccc2)o1)NCCCC1CCCC1
10.8%	4.0	CCCNc1nc2ccccc2n2c(C)nnc12
?	·	O=c1c2ccccc2cnn1-c1nc2ccccc2[nH]1
5.3%	0.2	Cc1cc(NC(=O)C2CCCN2C(=O)Nc2c(C)cccc2C)ccc1-n1cnnn1 (stereo not given)
-12.1%	14.4	Cc1c(NC(=O)c2ccccc2NS(=O)(=O)c2ccc(Br)cc2)c(=O)n(-c2ccccc2)n1C
?	·	CCOC(=O)c1cc2c(C)n(-c3ccc(C)cc3)c(C)c2ccc1=O
4.5%	8.7	COc1ccc(NC(=O)CN2C(=O)N(C)Cc3ccccc32)c(C)c1
?	·	Cc1ccc(NCc2cccnc2)c(Br)c1
-17.5%	-16.7	CC(=O)Oc1ccc(/C=C(\NC(=O)c2ccco2)C(=O)NCc2ccco2)cc1
?	·	CCOc1ccccc1C1C(C#N)=C(N)Oc2n[nH]c(CC)c21 (stereo not given)
?	·	Cc1ccnc(NC(=O)COc2ccccc2[N+](=O)[O-])c1
?	·	COc1cc2c(cc1OC)C(c1cccc(Br)c1)CC(=O)N2 (stereo not given)
7.0%	11.1	COc1ccccc1-c1nc2ccccc2nc1-c1ccccc1OC
11.0%	3.0	CCn1cc(C(C)NC(=O)Nc2ccc3c(c2)OCO3)c(C)n1 (stereo not given)
12.0%	8.9	CN1CCN(C(=O)c2ccc3c(c2)N(Cc2ccc(Cl)cc2)C(=O)c2ccccc2S3=O)CC1 (stereo not given)
?	·	O=C(COC(=O)c1ccco1)NCCc1ccc(Cl)cc1
5.1%	-0.6	CCOC(=O)C1(CCOC)CCN(Cc2nc(-c3cccs3)oc2C)CC1
?	·	CC(=O)c1ccc(N2CCN(C(=O)Nc3ccc(C(C)C)cc3)CC2)cc1
10.6%	1.5	O=C(c1ccoc1)N1CCC2(CC1)Oc1ccc(F)cc1C(=O)C21CC(c2ccc(Cl)cc2)=NO1 (stereo not given)
?	·	O=C(O)CC/C(=N/NC(=O)CNC(=O)Cc1ccc(Cl)cc1)c1ccccc1
?	·	CN(CCC#N)C(=O)c1cc2c(Cl)nc3ccccc3c2s1
1.0%	0.8	COc1cccc(Nc2ncc(C#N)c(N)n2)c1
?	·	CCOc1ccc(N(CC(=O)Nc2ccccc2OC)S(=O)(=O)c2ccccc2)cc1
?	·	COc1ccccc1CNC(=O)COC(=O)C1CCN(S(=O)(=O)c2ccccc2)CC1
i	-4.2	COc1ccccc1N1CCN(C2CCCN(C(=O)c3ccoc3)C2)CC1 (stereo not given)
?	·	CCc1ccc(-n2nnnc2SCC(=O)Nc2ccc(NC(C)=O)cc2)cc1
?	·	CCN(CC)CCNC(=O)c1ccc(NC(=O)Cc2cccc3ccccc23)cc1
?	·	COc1ccc(S(=O)(=O)N/N=C\c2ccc([N+](=O)[O-])o2)c(OC)c1

(cont.)
Lipid storage S3	Lipid storage S3 cell count max	smiles
-8.3%	-5.6	CC(CN(C)C)CN1c2ccccc2CCc2ccccc21 (stereo not given)
?	·	Cc1nc2sc(C(c3cccs3)N3CC(C)CC(C)C3)c(O)n2n1 (stereo not given)
2.7%	19.7	CCCS(=O)(=O)N1CCN(C(=O)c2ccco2)CC1
-10.0%	-6.7	CC(=O)NS(=O)(=O)c1ccc(NC(=S)NC(=O)C(C)(C)C)cc1
i	13.7	CSc1ccccc1NC(=O)COC(=O)CCc1ccccc1
?	·	O=C(O)/C=C\C(=O)Nc1ccc(OC(F)F)cc1
i	·	CC1CCCCN1CCNC(=O)CN1C(=O)CSc2ccc(S(=O)(=O)N3CCCCC3)cc21 (stereo not given)
?	·	O=C(CSc1nc(-c2ccccc2)cs1)NC(=O)NCc1ccco1
?	·	COc1ccc(NC(=O)CSc2nnc(-c3ccccn3)n2-c2ccccc2)cc1OC
-11.9%	9.4	Cc1cc2c(=O)n(CC(=O)NCC(=O)Nc3ccc(C(C)C)cc3)cnc2s1
-6.5%	4.7	O=C(NNC(=O)c1ccc(-c2ccc([N+](=O)[O-])cc2)o1)c1ccncc1
16.9%	9.7	Cn1c(=N)n(CC(=O)c2ccc(F)cc2)c2ccccc21
?	·	O=C(Nc1ccccc1C(=O)NCc1ccco1)Nc1cccc2ccccc12
?	·	COc1ccccc1NC(=O)c1ccccc1Nc1ccccc1
-8.8%	·	Cc1cc(C)n(CCN(C)C(=O)CCc2nnc(CCC3CCCCC3)o2)n1
-23.8%	0.1	Cc1ccc2[nH]c(=O)c(CN(Cc3ccccc3)C(=S)NCCCN(C)C)cc2c1
?	·	COc1ccc(-c2nc(-n3c(C)c(C(C)=O)c(C(C)=O)c3C)sc2C)cc1
?	·	Nc1n[nH]c(-c2cccc([N+](=O)[O-])c2)n1
?	·	Cc1ccc(NC2CCCN(C(=O)c3cccc4nccnc34)C2)cc1C (stereo not given)
?	·	CCOc1cc(C2NC(=O)NC(O)(C(F)(F)F)C2C(=O)c2ccc(OC)cc2)ccc1O (stereo not given)
2.0%	14.2	COc1ccc(CCNS(=O)(=O)c2ccc3oc(C(=O)O)c(C)c3c2)cc1OC
i	-20.5	Nc1nonc1-n1nnc(C(=O)N/N=C/c2ccccc2Cl)c1-c1ccccc1
i	·	Cc1ccc(C)c(OCC(=O)Nc2ccc(C(=O)O)cc2NC(=O)COc2cc(C)ccc2C)c1
4.2%	8.3	CC1(C)CC(=S)Nc2ccccc2S1
?	·	COc1cc(NC(=O)Cc2cccs2)ccc1-n1cnnn1
?	·	CN(C)C=Nc1nonc1N
?	·	Nc1cc(N)nc(SCC(=O)Nc2ccc3c(c2)OCO3)n1
?	·	CC(=O)N1c2ccccc2Nc2ccccc21
?	·	CC(=O)N1CCOc2cc(S(=O)(=O)Nc3c(C)cccc3C(C)C)c(Cl)cc21
?	·	O=C1CCCN1CN(C(=O)c1ccccc1)c1ccc(F)cc1

Pulled one by one from the list above:
Lipid storage S3	Lipid storage S3 cell count max	smiles
i	·	CC1CCCCN1CCNC(=O)CN1C(=O)CSc2ccc(S(=O)(=O)N3CCCCC3)cc21 (stereo not given)
?	·	CN(C)C=Nc1nonc1N
?	·	O=C(O)/C=C\C(=O)Nc1ccc(OC(F)F)cc1
2.0%	14.2	COc1ccc(CCNS(=O)(=O)c2ccc3oc(C(=O)O)c(C)c3c2)cc1OC

More entries follow:
Lipid storage S3	Lipid storage S3 cell count max	smiles
?	·	COc1cc2c(cc1OC)CN(C(=O)/C=C/c1ccc([N+](=O)[O-])cc1)CC2
8.7%	17.8	CC(C)(C)NC(=O)C(c1cccs1)N(C(=O)C(=O)NC1CCCC1)c1ccccc1F (stereo not given)
?	·	COCCNC(=O)c1cc(-c2cccnc2)nc2ccc(Br)cc12
?	·	COC(=O)CC1C(=O)NCCN1C(=O)CSc1nc2ccccc2o1 (stereo not given)
?	·	CC(C)(C)NS(=O)(=O)c1ccc2[nH]c3c(c2c1)CCCCC3
-2.2%	12.0	CCc1ccccc1N1C(=O)[C@@H]2Cc3ccccc3CN2C1=O
i	·	O=C(O)CCCc1nc(-c2ccccc2)no1
?	·	Cc1ccnc(NC(=O)CCC(=O)N(CC(=O)NCc2ccccc2)c2ccc3c(c2)OCO3)c1
?	·	CCCCNc1c(-c2ccc(SC3CCCCC3)c(OC)c2)nc2ccc(Cl)cn12
-2.3%	-8.8	O=C(NC1CCN(Cc2ccc3ccccc3c2)CC1)c1ccccc1
?	·	O=C(NCCN1CCN(Cc2ccccc2)CC1)Nc1cc(Cl)cc(Cl)c1
?	·	Cc1cc(OCCCCCN2CCCC2)ccc1Cl
13.8%	11.7	COC(=O)c1c(C)oc(C)c1S(=O)(=O)NCc1cccs1
?	·	NS(=O)(=O)c1ccc(CCNC(=O)c2ccc[nH]c2=S)cc1
?	·	COc1ccc(CC(=O)Nc2cccc(SC)c2)cc1OC
?	·	CN(C)C(=S)Nc1cccc(-c2n[nH]c(=S)o2)c1
?	·	COc1ccc(C2Oc3ccccc3C3=C2C(c2cccs2)n2ncnc2N3)cc1 (stereo not given)
-16.7%	-9.1	O=C(NCCO)C(O)C(O)C(=O)NCCO (stereo not given)
i	-20.8	COc1ccc(N2CC(C(=O)N[C@H](C(=O)NC3CCCC3)C(C)C)CC2=O)cc1 (stereo not given in full)
?	·	COc1ccc(-n2nc(C(N)=O)nc2-c2ccccc2)cc1
5.8%	3.7	Cc1cccc2[nH]c(CN(C)Cc3nc(CC4CC4)no3)nc12
0.6%	1.2	Cc1ccccc1C(=O)N1CCN(c2ccccn2)CC1
?	·	CCn1c(SCC(=O)Nc2cccc(NC(=O)c3ccco3)c2)nnc1-c1cccs1
?	·	CC(NC(=O)COC(=O)/C=C/c1ccc([N+](=O)[O-])cc1)c1ccccc1 (stereo not given)
?	·	CC(C)(C)c1cnnn1-c1ccc(-c2csc(N)n2)cc1

Of the compounds above, these have a furan ring, fused or not.
Lipid storage S3	Lipid storage S3 cell count max	smiles
?	·	CN1CCc2c(sc3c2C(=O)NC(c2ccco2)N3)C1 (stereo not given)
3.0%	-12.6	CCOC(=O)C1C(=O)CC(C)(O)C(C(=O)OCC)C1c1ccco1 (stereo not given)
?	·	CCOc1ccc(C2C(C(=O)c3ccco3)=C(O)C(=O)N2CCN(C)C)cc1 (stereo not given)
-17.5%	-16.7	CC(=O)Oc1ccc(/C=C(\NC(=O)c2ccco2)C(=O)NCc2ccco2)cc1
?	·	O=C(COC(=O)c1ccco1)NCCc1ccc(Cl)cc1
10.6%	1.5	O=C(c1ccoc1)N1CCC2(CC1)Oc1ccc(F)cc1C(=O)C21CC(c2ccc(Cl)cc2)=NO1 (stereo not given)
i	-4.2	COc1ccccc1N1CCN(C2CCCN(C(=O)c3ccoc3)C2)CC1 (stereo not given)
?	·	COc1ccc(S(=O)(=O)N/N=C\c2ccc([N+](=O)[O-])o2)c(OC)c1
2.7%	19.7	CCCS(=O)(=O)N1CCN(C(=O)c2ccco2)CC1
?	·	O=C(CSc1nc(-c2ccccc2)cs1)NC(=O)NCc1ccco1
-6.5%	4.7	O=C(NNC(=O)c1ccc(-c2ccc([N+](=O)[O-])cc2)o1)c1ccncc1
?	·	O=C(Nc1ccccc1C(=O)NCc1ccco1)Nc1cccc2ccccc12
2.0%	14.2	COc1ccc(CCNS(=O)(=O)c2ccc3oc(C(=O)O)c(C)c3c2)cc1OC
13.8%	11.7	COC(=O)c1c(C)oc(C)c1S(=O)(=O)NCc1cccs1
?	·	CCn1c(SCC(=O)Nc2cccc(NC(=O)c3ccco3)c2)nnc1-c1cccs1
